Assay outcomes as filed in PubChem BioAssay.
Vif-APOBEC3F blk: qHTS for Inhibitors of Vif-A3F Interactions: qHTS | Potency, µM (highest dose often 46.1 µM), without a hit: top-dose activity, negative = active | AID 602313, 2012 | HeLa A3F-eYFP + Vif (tagged APOBEC3F with the HIV-1 protein that degrades it), YFP fluorescence increase | 390,000 compounds, 0.2% hits; note: potency is the fitted concentration of half-maximal effect; % of control where 0% means no effect; nearly all actives have a fitted effect of over 65% in size
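HeLa cells stably expressing A3F-eYFP plus Vif, plated and incubated overnight at 37 deg C, then exposed to compounds overnight at 37 deg C. Blocked degradation read as raised yellow fluorescence (Ex 488/Em 500-530).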
ERG-DNA inh: qHTS for Small Molecule Inhibitors of the ERG Ets/DNA interaction | AID 624246, 2012 | Potency, µM (titrated, usually from 76.9 µM), inactives show top-dose FP activity, negative = inhibition, usual class: inhibitors | fluorescence polarization, His-ERG Ets domain / labelled DNA | 370,000 compounds, 0.028% hits | Transcriptional regulator ERG (Homo sapiens), P11308; active = well fitted inhibition curve with a large enough effect in the polarisation, with a control signal flat; inconclusive = small, poorly fitted or top-dose-only effect, or effect the other way, or a change in a side signal; inactive = no such curve, though single readings can be large or run the other way; the % refers to the polarisation;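 note: polarization taken with two DNA probes labelled with fluorescein and Texas red; potency is the fitted concentration of half-maximal effect; % of control where 0% means no effect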
Target sequence (P11308 whole entry, looked up, the tested form may be a part): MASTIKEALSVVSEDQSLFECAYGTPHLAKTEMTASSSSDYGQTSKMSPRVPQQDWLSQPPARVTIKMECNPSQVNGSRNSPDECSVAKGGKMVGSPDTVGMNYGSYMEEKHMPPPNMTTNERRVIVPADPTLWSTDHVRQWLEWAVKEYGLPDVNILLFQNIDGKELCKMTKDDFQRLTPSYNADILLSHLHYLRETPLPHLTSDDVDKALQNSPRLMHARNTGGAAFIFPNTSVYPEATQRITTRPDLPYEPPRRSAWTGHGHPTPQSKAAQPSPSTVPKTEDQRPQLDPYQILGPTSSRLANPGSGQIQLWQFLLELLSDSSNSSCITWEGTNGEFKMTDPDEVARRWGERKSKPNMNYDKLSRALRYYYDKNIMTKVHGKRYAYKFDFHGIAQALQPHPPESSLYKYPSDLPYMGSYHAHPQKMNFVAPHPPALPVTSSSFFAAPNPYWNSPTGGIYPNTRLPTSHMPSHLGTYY
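His-tagged ERG Ets domain (1 uM in the protein solution; 300mM KCl, 50mM Tris-HCl, 1mM EDTA, 1mM DTT, pH 7.5) received compound, then a probe mix of 5 nM fluorescein-DNA and 100nM Texas-615-DNA. Fluorescence polarization was read for both dyes.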
D2 agonist: HTS Assay for Allosteric Agonists of the Human D2 Dopamine Receptor: Primary Screen for Agonists | HEK293 T-REx D2 cells, calcium flux agonist mode | activation, % at 2 µM | 340,000 compounds, 0.53% hits | D(2) dopamine receptor (Homo sapiens), P14416 | AID 485358, 2010;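 active = activation over 3 SD above normal in the single-dose calcium agonist read, cut at about 30% in these data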; note: 0% is about no effect
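Calcium-flux readout, 1 cycle/sec over 180 s following compound pin transfer, in inducible HEK293 Trex D2 cells (force-coupled); dopamine controls included. Positive calcium responses during this window marked compounds as potential agonists.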
LDHA inh: qHTS assay for inhibitors of human lactate dehydrogenase; L-lactate dehydrogenase A chain (Homo sapiens), P00338; purified LDHA, NADH/diaphorase-resazurin fluorescence; stronger effect = lower value; activity change, % (values are at about 110 or 230 µM); 480,000 compounds, 0.15% hits; in the data active = activity change below about -30%; inconclusive = mostly about -25% to -30%;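 note: plate controls were DMSO wells for no effect and wells without enzyme for full effect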
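LDH5 2 nM; NADH 0.06 mM, pyruvate 0.2 mM; 200 mM Tris pH 7.4, EDTA, Tween-20; 5 min RT. Detection: diaphorase 0.133 mg/mL + resazurin 37 µM, fluorescence ex540/em590 at 0 and 20 min; normalized to enzyme-free and DMSO wells.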
Vif-APOBEC3G blk: qHTS for Inhibitors of Vif-A3G Interactions: qHTS; DNA dC->dU-editing enzyme APOBEC-3G (Homo sapiens), Q9HC16; HeLa A3G-eYFP + Vif (tagged APOBEC3G with the HIV-1 protein that degrades it), YFP fluorescence, overnight; Potency, µM (series often up to 46.1 µM), inactives show top-dose activity, negative = active, actives largely listed as inhibitors; 410,000 compounds, 0.076% hits; AID 602310, 2012;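 note: potency is the fitted concentration of half-maximal effect; % is set by controls: 0 for no effect and ±100 for the full control effect; nearly all actives have a fitted effect of over 60% in size; hits raise eYFP signal because A3G escapes Vif-driven loss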
Target sequence (Q9HC16 whole entry, looked up): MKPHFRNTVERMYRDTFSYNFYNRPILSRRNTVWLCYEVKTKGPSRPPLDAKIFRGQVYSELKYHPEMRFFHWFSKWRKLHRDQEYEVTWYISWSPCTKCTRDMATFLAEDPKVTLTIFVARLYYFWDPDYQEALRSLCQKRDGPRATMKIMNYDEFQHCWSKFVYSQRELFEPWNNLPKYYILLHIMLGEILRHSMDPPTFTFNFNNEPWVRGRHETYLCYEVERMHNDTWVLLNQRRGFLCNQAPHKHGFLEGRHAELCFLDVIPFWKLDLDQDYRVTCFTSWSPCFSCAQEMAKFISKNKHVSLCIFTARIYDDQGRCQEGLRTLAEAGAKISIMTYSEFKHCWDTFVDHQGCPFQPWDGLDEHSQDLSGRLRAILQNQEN
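HeLa cells stably expressing Vif and C-terminally eYFP-tagged A3G, seeded overnight at 37 deg C, then exposed to compound by pintool overnight at 37 deg C. Rise in yellow fluorescence (Ex 488/Em 500-530, Acumen) marks blocked Vif-driven A3G degradation.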
RGS4 inhibitor: Inhibitors of Regulator of G Protein Signaling (RGS) 4: qHTS; Regulator of G-protein signaling 4 (Homo sapiens), P49798; Transcreener GDP fluorescence polarization, RGS4-accelerated GTP hydrolysis; Potency, µM (doses to about 114 µM), without a hit: at the highest dose activity change, negative = inhibition, usual class: inhibitors; 390,000 compounds, 0.039% hits; note: potency is the fitted concentration of half-maximal effect; % is set by controls: 0 for no effect and ±100 for the full control effect; nearly all actives have a fitted effect of over 75% in size; some results filed as inactive show a strong effect at the top dose
Target sequence (P49798 whole entry, looked up): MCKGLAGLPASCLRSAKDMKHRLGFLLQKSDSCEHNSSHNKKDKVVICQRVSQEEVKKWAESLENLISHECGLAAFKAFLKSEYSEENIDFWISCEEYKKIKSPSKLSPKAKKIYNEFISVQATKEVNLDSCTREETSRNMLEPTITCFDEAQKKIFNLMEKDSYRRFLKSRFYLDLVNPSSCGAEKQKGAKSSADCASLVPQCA
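MLSMR compounds (23 nl, pin-transferred) preincubated 10 min at room temperature with a 500nM (2x) first reagent, then RGS4 at 900nM (2x) plus Transcreener GDP mix added; fluorescence polarization (620/688 nm) read before and after 90 min at 30 °C.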
GRP78 ERSR act: qHTS for Inducers of the Endoplasmic Reticulum Stress Response (ERSR) in Human Glioma: qHTS | U87-MG GRP78 promoter luciferase reporter, 16 h | Potency, µM, for the others: at the top dose activation, most hits filed as activators | 420,000 compounds, 0.02% hits; note: potency is the fitted concentration of half-maximal effect; series mostly up to about 76 µM; % of control where 0% means no effect; nearly all actives have a fitted effect of over 35% in size
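ERSR induction read as luciferase luminescence (Bright-Glo, 10 min at room temperature) in stably transfected human U87-MG glioma cells exposed to compounds for 16 h, using GRP78 as sensor.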
12-LOX inh: Primary qHTS assay for inhibitors of human arachidonate 12S-lipoxygenase (ALOX12): Round 2 | Potency, µM (highest dose often 108 µM), without a hit: top-dose activity change, negative = inhibition, most hits filed as inhibitors | purified 12hLO, xylenol orange hydroperoxide absorbance | 580,000 compounds, 1.1% hits | Polyunsaturated fatty acid lipoxygenase ALOX12 (Homo sapiens), P18054; note: potency is the fitted concentration of half-maximal effect; % is set by controls: 0 for no effect and ±100 for the full control effect
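Purified human 12hLO at 150 nM in 25 mM Hepes, 0.01% Triton X-100, pH 7.0, preincubated 15 min at room temperature with compound. Reaction started with 40 uM arachidonic acid, 30 min at room temperature. Hydroperoxide measured by Fe-xylenol orange, 573/405 nm absorbance ratio.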
D2 antagonist: HTS Assay for Allosteric Antagonists of the Human D2 Dopamine Receptor: Primary Screen for Antagonists; D(2) dopamine receptor (Homo sapiens), P14416; HEK293 TREx D2 cells, calcium flux, dopamine EC80; inhibition, % at 10 µM; 340,000 compounds, 2% hits; AID 485344, 2010; in the data active = inhibition above about 30%; note: 0% is about no effect
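Read-out: kinetic calcium fluorescence (1 cycle/s) in inducible HEK293 T-REx D2 cells after an EC80 dopamine addition that followed 180 s compound preincubation. Loss of the dopamine response indicates antagonism.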
Numbers without * were called inactive; i = inactive; ? = inconclusive; nt = no result given; & = joins results of further samples; [ ] = remark or other dose. Unless noted, calls come from the whole dose curve; as a rule, active = well fitted curve in the direction sought with a large enough effect; inconclusive = small, poorly fitted or top-dose-only effect, or another doubt; inactive = no such curve, though single readings can be large; an effect the other way counts as inactive or inconclusive.

SMILES	RGS4 inhibitor	12-LOX inh	D2 antagonist	Vif-APOBEC3G blk	ERG-DNA inh	Vif-APOBEC3F blk	LDHA inh	D2 agonist	GRP78 ERSR act
Cc1nc2ccc(S(=O)(=O)NC(C(=O)N3CCC(C)CC3)C(C)C)cc2s1 (configuration not stated)	-15%	12%	11	-12%	-3%	-2%	-16	-0.6	-4%
CCCCN1C(=O)C(CC(=O)NCc2cccs2)CC(C(=O)N(C(C)C)C(C)C)=C1C (configuration not stated)	nt	-5%	nt	2%	nt	-2%	-3	nt	-5%
COc1ccc(-c2noc(CCC(=O)NCc3ccco3)n2)cc1	16%	-10%	-14	0%	-4%	8%	-6	0.1	2%
C=CCN1CCN(C(=O)CCCc2ccccc2)CC1	7%	-1%	-4	0%	-17%	-2%	-2	0.1	-13%
O=C(CSc1nnc(-c2cccnc2)n1CCc1ccccc1)NCc1ccccc1	2%	364%[activator]	17	-1%	-2%	0%	-6	-0.2	0%
N#C/C(=C\Nc1ccccc1SC(F)(F)F)c1nc(-c2ccccc2)cs1	6%	-7%	nt	-1%	-15%	-2%	-6	nt	-2%
CN(C)c1ccc(CNc2nc(-c3ccccc3)nn2S(C)(=O)=O)cc1	0%	?	-1	1%	-2%	-2%	1	1.5	-2%
CC(NC(=O)c1ccco1)c1cccc2ccccc12 (configuration not stated)	-15%	-15%	5	-4%	0%	-10%	-2	-0.3	-4%
CC(C)c1ccc(NC(=O)c2cc(S(=O)(=O)N3CCCCC3)c[nH]2)cc1	-24%	-2%	4	3%	-20%	3%	-2	-0.1	-5%
CCOC(=O)N1CCN(S(=O)(=O)c2c(C(=O)N3CCCCC3)c(C)n(C)c2C)CC1	13%[56.9 µM]	-2%	-7	0%	1%	7%	0	0.8	-2%
COc1cc(/C=C/C(=O)O)cc(S(=O)(=O)Nc2cc(Cl)c(Cl)cc2Cl)c1OC	27%	-7%	6	-12%	-6%	2%	?	-0.8	0%
CC(C)c1csc(CN2CCN(Cc3ccc(F)c(F)c3)C(CCO)C2)n1 (configuration not stated)	22%	0%	-16	0%	8%	-11%	-8	1.6	-6%
O=C(Nc1ccc(Cl)cc1)C1CCCN(c2ncnc3c2nc2n3CCCCC2)C1 (configuration not stated)	5%	-19%	1	0%	4%	22%	-1	-0.1	-7%
COc1ccccc1NC(=O)c1ccc(NC(=O)C2CC2)cc1	5%	0%	nt	-1%	0%	4%	-4	nt	0%
Cc1cc(C)c(S(=O)(=O)O)c(C)n1	-10%	?	2	2%	-6%	-6%	7	-0.1	-4%
Cc1c(NC(=O)c2cccnc2Cl)c(=O)n(-c2ccccc2)n1C	-11%	nt	36*	0%	-4%	-2%	1	0.3	-5%
Cn1nnnc1SCC(=O)Nc1ccccc1C(N)=O	12%	8%	2	-2%	3%	0%	-6	2.9	5%
O=C(NC1CC1)c1cc2ccccc2o1	2%	443%[activator]	7	-5%	-2%	-2%	-1	0.1	-1%
COC(=O)[C@]1(Cc2ccccc2)N[C@H](CN(C)C(=O)c2ccc(F)cc2)[C@@H]2C(=O)N(C)C(=O)[C@@H]21	10%	3%	nt	3%	-4%	-3%	-2	nt	-3%
CCCc1cc(=O)[nH]c(SCC(=O)N(CCOC)c2c(N)n(Cc3ccccc3)c(=O)[nH]c2=O)n1	-3%	-12%	16	0%	-2%	10%	-1	0.2	-2%
Cc1ccc(-c2nc(C)c(CCNC(=O)c3ccco3)s2)cc1	-14%	0%	nt	-4%	-1%	-5%	3	0.6	1%
Clc1ccc2nc(-c3ccc(Cl)nc3)[nH]c2c1	-5%	?	5	-19%	17%	-17%	10	0.6	-4%
O=C(c1c[nH]c(C(=O)C(Cl)(Cl)Cl)c1)c1ccccc1F	29%	-9%	5	0%	-10%	3%	-3	-0.9	-3%
Cn1c(=O)c2c(nc(NCCc3ccccc3)n2Cc2ccc(Cl)c(Cl)c2)n(C)c1=O	9%	-30%	nt	4%	6%	-1%	-4	-1.6	-3%
COc1cccc(Cn2cnc3c(N)c(C)c(C)cc32)c1	28%	13%	-8	1%	-6%	22%	-5	1.9	2%
CCOC(=O)C1(c2nc(N)cs2)COC(=O)C1 (configuration not stated)	16%	3%	0	2%	5%	-2%	0	-0.1	-3%
Cc1ccc(S(=O)(=O)N2CCN(c3ccc(C(F)(F)F)cc3[N+](=O)[O-])CC2)cc1	2%	-24%	-1	1%	-7%	-13%	2	-0.3	-2%
COc1cccc(/C=C/C(=O)NNC(=O)CCN2CCN(Cc3ccccc3)CC2)c1	-15%	7%	15	1%	3%	-21%	-1	0.9	-1%
CCOc1ccc(NCc2cccn2-c2nnc(N3CCC(C(=O)NCCc4ccc(OC)c(OC)c4)CC3)s2)cc1	32%	1%	nt	nt	0%	nt	4	1.0	nt
O=[N+]([O-])c1ccccc1Nc1c2ccccc2nc2ccccc12	30%	0%	10	3%	-3%	0%	-8	-0.8	1%
CC(C)c1ccccc1-n1c(SCc2cc(=O)oc3ccc4ccccc4c23)nnc1-c1cccnc1	-11%	5%	-3	0%	9%	-15%	0	-1.0	-3%
Cn1c2nc3ccccc3c-2nc2ccccc21	nt	?	nt	4%	nt	-4%	-5	nt	2%
O=C1[C@H]2[C@@H](c3ccc(Cl)cc3)N3C(=O)N(c4cccc(F)c4)C(=O)[C@@]3(Cc3ccc(Cl)cc3)[C@H]2C(=O)N1C1CCCCC1	3%	nt	29	-1%	-5%	7%	3	0.7	-4%
CC(C)CNC(=O)C(=O)Nc1c2c(nn1-c1ccc(Cl)cc1)CSC2	14%	-3%	nt	-4%	1%	-29%	-14	0.1	-3%
COc1cccc(NC(=O)C(=O)NCC(c2ccc3c(c2)OCO3)N2CCOCC2)c1 (configuration not stated)	-7%	-16%	nt	-1%	3%	1%	3	0.9	-1%
Cc1ccc2c(c1)/C(=C/c1ccccc1)C(=O)N2	-22%	-34%	6	-22%	1%	9%	1	0.3	?
CCOC(=O)c1nccnc1C(=O)Nc1cccc(C(F)(F)F)c1	-18%	0%	32*	0%	11%	3%	2	-0.6	0%
CCN(CC(=O)Nc1c(F)cccc1F)C(=O)Cn1[nH]c(=O)c2ccccc2c1=O	-6%	23%	12	-6%	-3%	5%	-6	0.0	-8%
c1ccc(C2CC(c3cccs3)Nc3nnnn32)cc1 (configuration not stated)	-14%	i	-12	0%	0%	10%	-2	0.2	-3%
CCOC(=O)N1CCN(C(=O)COC(=O)CNC(=O)c2ccc(Cl)cc2Cl)CC1	20%	0%	nt	2%	5%	9%	-9	nt	-3%
COc1ccc(CCn2c(=O)c3cccnc3n(CC(=O)Nc3cccc(C)c3)c2=O)cc1OC	15%	-13%	nt	1%	1%	-2%	-10	0.2	-1%
CCn1cc(C(=O)NCc2ccc(C)cc2)c(=O)c2cc(S(=O)(=O)N3CCc4ccccc4C3)ccc21	16%	-18%	nt	4%	-16%	1%	-8	-0.6	-3%
CCCCN(C)CCNC(=O)c1cc(=O)[nH]c2ccc(S(=O)(=O)N3CCCCCC3)cc12	2%	-24%	nt	1%	0%	-7%	-8	-0.3	-4%
COc1cccc(-c2nc(CS(=O)(=O)CC(=O)NCCc3ccc(OC)c(OC)c3)c(C)o2)c1	-21%[11.4 µM]	-15%&25%&-18%	-4	2%&1%	10%&-10%	3%&9%	-1&10&-3	-1.1	2%&-2%

Profiles from above. Screens in order: RGS4 inhibitor, 12-LOX inh, D2 antagonist, Vif-APOBEC3G blk, ERG-DNA inh, Vif-APOBEC3F blk, LDHA inh, D2 agonist, GRP78 ERSR act
`CCn1cc(C(=O)NCc2ccc(C)cc2)c(=O)c2cc(S(=O)(=O)N3CCc4ccccc4C3)ccc21` reads 16%, -18%, nt, 4%, -16%, 1%, -8, -0.6, -3%
`Cn1c2nc3ccccc3c-2nc2ccccc21` reads nt, ?, nt, 4%, nt, -4%, -5, nt, 2%
`Cc1ccc2c(c1)/C(=C/c1ccccc1)C(=O)N2` reads -22%, -34%, 6, -22%, 1%, 9%, 1, 0.3, ?

Not all compounds are listed (hit frequency here may not be typical).
